PriA SSB inh – K. pneumoniae PriA-SSBct interaction inhibition | AlphaScreen SSBct-PriA binding, biotinylated peptide | inhibition, % at 33 µM | 430,000 tested, 0.6% active; in the data active = inhibition mostly above about 37%, no sharp cut-off; inactive = mostly below about 20%;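 also: plate controls were negative control peptide for no effect and reference peptide for full effect; strong numbers were not always called active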
* hit, by the source's call; & = joins results of further samples. A portion of the library; count on the stated rates, not on these rows.

SMILES	PriA SSB inh
O=C(c1cc(-c2ccco2)[nH]n1)N1CCN(C(=O)c2cnn3ccccc23)CC1	-25
CCOC(=O)C1CCCN(C(=O)C2CN(C(=O)c3ccc4c(c3)OCO4)C2)C1 (stereo not given)	-13
Cc1nn2c(N[C@@H](C)c3ccccc3)c3c(nc2c1-c1ccccc1)CCC3	-14
Cc1cc(Cl)cc2sc(N(CCCn3ccnc3)C(=O)c3ccco3)nc12	40
CC(=NNS(C)(=O)=O)c1ccc2ccccc2c1	5
NC(=O)c1nccnc1-c1nc2ccccc2s1	-2
Cn1nc(CN(C(=O)C2(c3ccc(Cl)cc3)CCCC2)C2CCCC2)c2c1CCC2	-8
Cc1cccn2cc(-c3cccc(NC(=O)c4ccc(N5CCCC5)nn4)c3)nc12	-5
COC(=O)c1ccc2c(c1)C1CC(C)(O2)N(c2cccc(C(F)(F)F)c2)C(=O)N1 (stereo not given)	-13
CNC(=S)NN=Cc1c(C)cccc1Cl	-5
COc1ccccc1CC(=O)N1CC(Oc2cc(C)oc(=O)c2)C1	-10
CC(=O)OCC#CCSc1nc2ccccc2c(=O)[nH]1	6
O=S(=O)(NCCc1csc2nc(-c3cccc(F)c3)nn12)c1ccc(Cl)s1	-7
Nc1cc2c3c(cccc3c1)C(=O)N(O)C2=O	-17
COC(CNS(=O)(=O)c1cccc(C(C)=O)c1)c1ccsc1 (stereo not given)	11
CCn1c(SCCCCn2c3ccccc3c3ccccc32)nnc1-c1ccc(OC)cc1	-7&2
Cc1cc(C(=O)NN=C2CC(=O)CC(C)(C)C2)c2ccccc2n1	-2
Cc1cc(C(=O)NN=Cc2cn[nH]c2-c2ccccc2)cs1	-4
O=C(Nc1cnoc1)c1ccccc1C(F)(F)F	-36
C=CCn1c(SCCC(=O)NCCc2ccccc2)nc2scc(-c3ccco3)c2c1=O	-8
Cc1cc(C)cc(C(=O)Nc2cccc(N3CCCCC3=O)c2)c1	3
COC(=O)c1cccc(Cn2c(Cl)c(C=NNC(=O)c3ccccc3Cl)sc2=O)c1	2
Cc1ccnc2ccc(C(=O)N3CC[C@H](n4cc(-c5ccccc5)nn4)C3)cc12	-9
Cc1ccc(NC(=O)COc2cc(-c3ccccc3)nc3ccc(F)cc23)cc1F	-11
Cc1c(Cc2ccc3c(c2)OCO3)sc(NC(=O)c2ccc(Cl)s2)c1C#N	-7
COc1ccc(CNC(=O)CSc2nnc(-c3ccccc3OC)n2-n2cccc2)cc1	-11
Cc1cc(C(=O)NCCn2nc(C3CC3)n(-c3ccccc3)c2=O)no1	0
COC(=O)C1CC(Oc2ccccc2F)CN1C(=O)CCS(=O)(=O)c1ccccc1 (stereo not given)	-3
Cc1ccccc1OCCCSCc1nc2ccccc2[nH]1	2
COc1coc(C(=O)NCCc2ccc(F)cc2)cc1=O	3
CCOC(=O)Cc1csc(NC(=O)CSc2ccc3nnc(-c4ccccn4)n3n2)n1	-6
CCOc1ccc(NC(=O)Cc2csc(NC(=O)C3CCC(=O)N3)n2)cc1 (stereo not given)	-6
COc1ccc(NC(=O)CC(C)=NNC(=O)c2ccccn2)c(OC)c1	-10
O=C(NN=Cc1c[nH]c2ccc(Br)cc12)c1ccc2c(c1)OCO2	0
CCOc1ccc2ccccc2c1C(=O)NC[C@@H](c1ccc(F)cc1)N(C)C	-8
CSc1ccc(C(O)CNC(=O)Nc2ccccc2Cl)cc1 (stereo not given)	-15
CC(C)CC(Cl)COC(=O)c1ccc(-c2ccc(C(=O)OCC(Cl)CC(C)C)cc2)cc1 (stereo not given)	-11
Cc1oc2ccc(OCc3ccccc3)cc2c1C(=O)Nc1ccccc1F	-5
O=C(NN=Cc1ccco1)Nc1cccc(Cl)c1	-6
Cc1ccc(NC(=O)CSc2ncnc3ccccc23)cc1Cl	-7
COC(CNS(=O)(=O)c1cnn(C)c1)c1ccccc1Cl (stereo not given)	-8
O=C1Nc2ccc(Br)cc2[C@@](O)(C(=O)NCCCN2CCCC2)N1c1ccc(Cl)cc1	-18
Cc1ccc(N2CCCS2(=O)=O)cc1NC(=O)c1ccccc1S(=O)(=O)C(F)F	-2
COc1cn(CC(=O)Nc2cccc([N+](=O)[O-])c2)c(CN2CCN(C(=O)c3ccco3)CC2)cc1=O	-7
Cc1cc(C)cc(-n2nc3c(c2NC(=O)c2ccc(N4C(=O)CCC4=O)cc2)CSC3)c1	-24
O=C(NCCOc1ccc2nnc(-c3ccccc3)n2n1)c1ccc(Cl)cc1Cl	-11&7
O=c1ccc(-c2ccncc2)nn1CCNS(=O)(=O)c1ccc(F)c(Cl)c1	-11
O=C(Nc1nc(-c2ccccn2)cs1)c1nnn(-c2ccccc2)n1	53
COc1cc(/C=C(\C#N)C(=O)Nc2ccc([N+](=O)[O-])cc2)cc(OC)c1OC	3
O=C(c1ccc(Cl)cc1Cl)N1CCN(c2cc(-n3cccc3)ncn2)CC1	-2
CN(c1ccccc1)c1ccc(C(=O)/C=C/c2ccc(Br)cc2)cc1	-12
COCC(=O)N1CCCc2ccc(NS(=O)(=O)c3ccc(OC)c(F)c3)cc21	2
CSc1ccc(C=NNC(=O)CNc2ccc3ccccc3c2)cc1	48*
O=[N+]([O-])c1cc(C=NNc2ccccn2)ccc1Cl	-8
O=C1CCC(=O)N1C1CN(S(=O)(=O)c2cccc3cccnc23)C1	-5
O=C(Cn1cc(S(=O)(=O)Cc2ccccc2F)c2ccccc21)Nc1ccccn1	-2
O=C(CSc1ncnc2[nH]ncc12)Nc1nc(-c2ccco2)c(-c2ccco2)s1	12
C=CCOC(=O)C1=C(C)N=C(SCC(=O)Nc2cc(C)ccc2C)C(C#N)C1c1ccccc1OC (stereo not given)	-1
CC(C)(C)c1ccc(C(=O)N2CCN(c3nc4ccccc4s3)CC2)cc1	1
O=C(NN=Cc1ccc[nH]1)c1ccccc1[N+](=O)[O-]	-8
(listing goes on)
SMILES	PriA SSB inh
COc1ccc(C=NNC(=O)c2ccccc2Cl)cc1CSc1nc2ccccc2s1	8
O=C(c1csc2c1CCCC2)N1CCOCC1	8
Cc1csc(NC(=O)CSc2nc(N)c(NC(=O)c3ccc(F)cc3)c(=O)[nH]2)n1	-16
CCCC(=O)N1CCC(Oc2ncccn2)CC1	3
O=C(NN=Cc1ccco1)c1ccc(C(=O)NN=Cc2ccco2)o1	6
O=C(NC1CC1)c1csc(Nc2ccc(OC(F)F)cc2)n1	1
O=C(N1CCOC[C@@H]1CO)C1(c2ccccc2)CCOCC1	-14
COc1cccc(-c2noc(CSc3nc(C)c(C)c(=O)[nH]3)n2)c1OC	-3
O=C(NCc1nc2ccccc2n1CC1CCCCC1)c1ccco1	-7
CCc1cc(C(Cc2ccccn2)=NNc2ccccc2)c(O)cc1O	16
COc1ccc(S(=O)(=O)CC(=O)Nc2nc3cc(C)cc(C)c3s2)cc1	8
COC(=O)c1ccc(C2C(=C(O)c3ccc4c(c3)OCCO4)C(=O)C(=O)N2CCCN(C)C)cc1 (stereo not given)	4
O=C1CCC(=O)N1CN1CCOCC1	0
O=C(NCC(F)(F)F)C(=O)NC[C@@](O)(c1ccccc1)C1CC1	-9
COc1ccc(Nc2cc(C(=O)N3CCSCC3)nc3ccc(C)cc23)c(OC)c1	6
CCN(CC)CCN(C(=O)c1ccc(S(=O)(=O)N(C)C2CCCCC2)cc1)c1nc2c(OC)ccc(OC)c2s1	19
COc1ccccc1S(=O)(=O)NCC#CCOc1cccc(C(F)(F)F)c1	-3
O=C(NCC1(c2ccc(F)cc2)CCOCC1)Nc1ccc(Cl)c(Cl)c1	-22
COc1ccc(Cl)cc1NC(=O)CSc1ccc2nnc(-c3cccs3)n2n1	-7
CCOc1cc(C=NNC(=O)c2ccccn2)ccc1OC(=O)c1ccc(F)cc1	-15
Cc1c(Br)c(C(F)(F)F)nn1CC(=O)Nc1sc2c(c1C#N)CC[C@H](C(C)(C)C)C2	-14
COc1cccc(NC(=O)C2CCCN(c3ccc(-c4ccccc4)nn3)C2)c1 (stereo not given)	5
COc1cc2nc(SCc3ccccc3F)n3nc(CCn4nc(C)cc4C)nc3c2cc1OC	-5
CC1(C)Cc2cccc(OCC(=O)N(CC(F)(F)F)C3CCOCC3)c2O1	-8
COc1cc(C=NN=C2C(=O)Nc3ccccc32)ccc1O	8
O=C(C[n+]1ccccc1)NN=Cc1cc(Br)ccc1O	38
Cc1ccc(NC(=O)c2cnc(SCc3ccccn3)n(C)c2=O)cc1C	-17
Cc1cc(C(F)(F)F)nc(CCNS(=O)(=O)c2ccc(Br)s2)n1	-17
Oc1ccc(C=Nn2cc(-c3ccccc3)[nH]c2=S)cc1	9
Cc1ccc(Cc2cnc(NC(=O)COc3cccc(C(F)(F)F)c3)s2)cc1	-6
CN(C(=O)c1ccc(=O)n(Cc2ccc(F)cc2)n1)c1ccccc1	4
NC(Cc1ccc([N+](=O)[O-])cc1)=NOC(=O)COc1cccc2ccccc12	7
COc1cccc(CSc2nc(C)c(CC(=O)N3CCN(c4ccccc4Cl)CC3)c(=O)[nH]2)c1	-5
Cc1c(Cl)cccc1NC(=O)c1cc2c(=O)n3ccccc3nc2s1	-14
Cc1cc(OC2CN(C(=O)c3cnoc3C)C2)cc(=O)o1	-3
Cn1cccc1-c1noc(CNC(=O)c2ccc(Br)o2)n1	13
CN(C)c1ccc(CCCNC(=O)C(=O)NC(C)(C)C)cc1	7
Cc1cc(C)n(CCNC(=O)c2ccc(O[C@H]3CCSC3)nc2)n1	-11
O=C(NCC1CCN(c2ncccn2)CC1)c1ccccc1F	-15
O=C(Nc1nc(-c2cc(Cl)ccc2Cl)cs1)C1CCN(S(=O)(=O)c2ccc(F)cc2)CC1	0

Next part (two carried over from the part before).
SMILES	PriA SSB inh
O=C(NCC1CCN(c2ncccn2)CC1)c1ccccc1F	-15
O=C(Nc1nc(-c2cc(Cl)ccc2Cl)cs1)C1CCN(S(=O)(=O)c2ccc(F)cc2)CC1	0
O=C(Nc1cccc(-c2nc3ccccc3[nH]2)c1)c1cccc(C(=O)Nc2cccc(-c3nc4ccccc4[nH]3)c2)n1	-1
CN1C(=O)C(C)(C)COc2cc(NC(=O)c3ccc4ccccc4c3)ccc21	-8
Cc1nn(C2CCS(=O)(=O)C2)c2nc(-c3ccco3)cc(C(=O)Nc3ccc(N(C)C)cc3)c12 (stereo not given)	63
CCC(C(=O)NCCOc1ccc2c(c1)OCO2)c1ccccc1 (stereo not given)	5
COc1ccc(-c2csc(CN3CCN(C(=O)c4ccc(Br)o4)CC3)n2)cc1	44*
Cc1ccc(SCC(O)=C(C#N)c2nc3ccccc3s2)cc1	-4
O=c1cccnn1CCNS(=O)(=O)c1ccc(Oc2ccccc2)cc1	-1
O=C(Cc1csc2nc(-c3ccc(F)cc3)cn12)NCc1cccnc1	-9
COC(=O)C(=CNc1ccc(O)cc1)[N+](=O)[O-]	-9
COc1ccc(F)cc1S(=O)(=O)NCC1CCN(c2ccncc2)CC1	-18
NC(=O)C1CCN(C(=O)C2CSCCC(=O)N2)CC1 (stereo not given)	-29
O=C(CS(=O)(=O)c1ccc(Cl)cc1)Nc1nc(-c2ccncc2)cs1	5
Cc1nn(-c2ccccc2)c2sc(C(=O)Nc3ccccc3F)cc12	-18
CCCNC(=O)Cn1c(=CC(=O)C(C)(C)C)sc(=Cc2ccc(-c3cccc([N+](=O)[O-])c3)o2)c1=O	-2
O=C(Cc1cccc2ccccc12)Nc1nc2c(ccc3ccccc32)s1	-12
Cc1nc(Oc2cccc(C(F)(F)F)c2)c2c3c(sc2n1)CCCC3	-1&3
CC(=O)c1ccc(S(=O)(=O)NCCc2cn3ccccc3n2)cc1	-10
COc1ccc(S(=O)(=O)N2CCN(CCNC(=O)c3ccc(Br)o3)CC2)cc1	-5&2
CSc1nc2ccc(NC(=O)c3ccccc3SC)cc2s1	3
O=S(=O)(NCCOc1ccc2nnc(-c3cccc(F)c3)n2n1)c1ccccc1	-7
O=C(Nc1nc2ccc(Br)cc2s1)c1cccc(Br)c1	3
Cc1c(CNC(=O)NC2CCCC2)sc2nc(-c3ccc(F)cc3)cn12	-7
Cc1cc(C)c2sc(NC(=O)c3ccc(Br)s3)nc2c1	-25
CCOc1ccc(-c2ccc(=O)n(CCCC(=O)NC(C)c3ccccc3)n2)cc1 (stereo not given)	-3
CCN1CCOc2ccc(NC(=O)c3cc4ccccc4oc3=O)cc2C1=O	3
O=C(NCc1ccco1)c1cccc(Oc2ccccn2)c1	8
CN(C)CCCN(C(=O)c1ccc2c(c1)CCCC2)c1nc2ccc(Br)cc2s1	28
CNC(=O)CSc1nc(-c2ccccc2)c(N)s1	11
CCOC(=O)c1cnn(-c2cccc(C(=O)O)c2)c1N	-6
CCCNC(=O)C(=O)NCCN1CCN(c2ccccc2)CC1	-4
O=C(Cn1cc(S(=O)(=O)N2CCOCC2)ccc1=O)Nc1ccc(F)cc1Cl	-25
Cc1ccccc1-c1cc2c(=O)n(CC(=O)c3ccc4c(c3)OCO4)ccn2n1	-1

18 successive records already listed, for reference:
SMILES	PriA SSB inh
O=C(CS(=O)(=O)c1ccc(Cl)cc1)Nc1nc(-c2ccncc2)cs1	5
Cc1nn(-c2ccccc2)c2sc(C(=O)Nc3ccccc3F)cc12	-18
CCCNC(=O)Cn1c(=CC(=O)C(C)(C)C)sc(=Cc2ccc(-c3cccc([N+](=O)[O-])c3)o2)c1=O	-2
O=C(Cc1cccc2ccccc12)Nc1nc2c(ccc3ccccc32)s1	-12
Cc1nc(Oc2cccc(C(F)(F)F)c2)c2c3c(sc2n1)CCCC3	-1&3
CC(=O)c1ccc(S(=O)(=O)NCCc2cn3ccccc3n2)cc1	-10
COc1ccc(S(=O)(=O)N2CCN(CCNC(=O)c3ccc(Br)o3)CC2)cc1	-5&2
CSc1nc2ccc(NC(=O)c3ccccc3SC)cc2s1	3
O=S(=O)(NCCOc1ccc2nnc(-c3cccc(F)c3)n2n1)c1ccccc1	-7
O=C(Nc1nc2ccc(Br)cc2s1)c1cccc(Br)c1	3
Cc1c(CNC(=O)NC2CCCC2)sc2nc(-c3ccc(F)cc3)cn12	-7
Cc1cc(C)c2sc(NC(=O)c3ccc(Br)s3)nc2c1	-25
CCOc1ccc(-c2ccc(=O)n(CCCC(=O)NC(C)c3ccccc3)n2)cc1 (stereo not given)	-3
CCN1CCOc2ccc(NC(=O)c3cc4ccccc4oc3=O)cc2C1=O	3
O=C(NCc1ccco1)c1cccc(Oc2ccccn2)c1	8
CN(C)CCCN(C(=O)c1ccc2c(c1)CCCC2)c1nc2ccc(Br)cc2s1	28
CNC(=O)CSc1nc(-c2ccccc2)c(N)s1	11
CCOC(=O)c1cnn(-c2cccc(C(=O)O)c2)c1N	-6

Screening results (PubChem BioAssay)
